Shn3 inh set2 – inhibitors of Schnurri-3 3'UTR reporter in osteoblasts | Clone20 osteoblast Shn3 3'UTR firefly luciferase, 24 h | inhibition, % at 12.5 µM | 360,000 tested, 0.52% active | AID 588674;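 active means mean inhibition of at least 75% with every replicate also reaching 75%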;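 further: 0% = median of neutral control wells and 100% = pilot-screen positive control compound; some compounds past the cut are filed as inactive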
PDI turbidity – PDI (human) enzyme inhibition; PDI insulin aggregation turbidity, A650, 90 min; inhibition, % at 10 µM; 350,000 tested, 0.052% active; AID 588391;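 active means mean inhibition across replicates of 30% or more, whatever share of single replicates reach that level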;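 further: absorbance from insulin aggregation driven by PDI reduction with DTT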
Target sequence (P07237 whole entry, looked up): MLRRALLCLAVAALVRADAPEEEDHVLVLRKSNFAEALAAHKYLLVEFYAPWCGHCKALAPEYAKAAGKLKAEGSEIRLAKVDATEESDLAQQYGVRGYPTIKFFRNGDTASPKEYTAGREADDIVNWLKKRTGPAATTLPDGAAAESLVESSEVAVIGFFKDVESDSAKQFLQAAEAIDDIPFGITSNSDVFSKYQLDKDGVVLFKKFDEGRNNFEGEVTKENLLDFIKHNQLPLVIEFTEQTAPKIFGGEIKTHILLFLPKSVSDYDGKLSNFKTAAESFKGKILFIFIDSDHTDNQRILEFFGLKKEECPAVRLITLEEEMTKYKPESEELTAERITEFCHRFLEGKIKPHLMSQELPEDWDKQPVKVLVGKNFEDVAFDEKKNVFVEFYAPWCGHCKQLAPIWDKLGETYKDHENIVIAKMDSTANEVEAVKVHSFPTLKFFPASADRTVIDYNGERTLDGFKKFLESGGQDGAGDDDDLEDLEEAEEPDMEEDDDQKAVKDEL
HIF-2a block – blocks HIF-2a reporter activity | 786-0 RCC cells HIF-2a reporter, luciferase luminescence, overnight | inhibition, % at 18.8 µM | 360,000 tested, 0.72% active | AID 624352;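 active means inhibition of the luminescence signal of 40% or more relative to plate controls, in a single-dose primary screen at 18.75 µM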
NR2E3 ag-1 – human photoreceptor-specific nuclear receptor agonism; CHO-S Gal4-NCOR/VP16-NR2E3 two-hybrid, luciferase; 360,000 tested, 0.35% active; AID 602229; inhibition of corepressor binding, % at 3.98 µM;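 active means inhibition above the mean of all tested compounds plus 3 SD, cut at about 70% in these data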;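 further: 0% = DMSO with NR2E3 transfected cells and 100% = cells lacking NR2E3 construct; higher means lower luciferase signal from less NR2E3 corepressor binding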
CaV13 FRET inh – Disruptors of the CACNA1D IQ motif to Ca2+-dependent inactivation inhibitor domain association, primary screening, Förster resonance energy transfer in intact living …. HEK cells, CFP/YFP FRET ICDI-IQ, plate reader, 10 min; percent FRET-ratio fall versus neutral wells. inhibition, % at 12.3 µM. 340,000 tested, 0.098% active;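 active means mean replicate inhibition of at least 30% and at least 1% of replicates passing that level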;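 further: 0% = median of the neutral control wells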
NR2E3 ag-2 – activates human photoreceptor nuclear receptor NR2E3; inhibition of corepressor binding, % at 4.78 µM; 320,000 tested, 0.12% active; GST-NR2E3/biotin-RetCOR TR-FRET, 1536-well; AID 2300; Q9Y5X4;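 active means percent inhibition above the cutoff of mean plus 3 SD of all tested compounds, set per screening campaign, cut at about 20% in these data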;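 further: 0% = DMSO wells and 100% = biotin wells as full block of FRET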
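system = GST-tagged NR2E3 plus biotinylated RetCOR corepressor | input = 1.35 nM GST-NR2E3 | also added = 7 nM biotin-RetCOR | schedule = 5 h incubation at 4 °C | measured by = TR-FRET with europium anti-GST and streptavidin-D2, 340 nm excitation | read-out = percent loss of FRET ratio relative to control wells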
Cardio protect – myocardial damage modulation in H9c2 cells; protection from H2O2 cell death, % at 20 µM; 360,000 tested, 0.63% active; H9c2 cardiomyocytes, H2O2 injury protection, ATPLite, 2 h;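 active means compounds giving at least 50% protection of heart cells from peroxide-induced death in the single-dose screen, raw or plate-pattern-corrected value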;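 further: 0% = DMSO wells with peroxide and 100% = DMSO wells without peroxide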
m5-HT2A agonist – agonists of mouse serotonin 5-HT2A receptor (HTR2A). P35363. CHO-K1 mHTR2A beta-arrestin complementation, luminescence; percent of 30 µM serotonin response. activation, % at 7.6 µM. 360,000 tested, 0.66% active;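 active means activation above a run cutoff, the mean activation of all tested compounds plus 3 SD, cut at about 14% in these data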;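 further: 0% = plate median of compound wells and 100% = 30 µM serotonin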
Target sequence (P35363 whole entry, looked up): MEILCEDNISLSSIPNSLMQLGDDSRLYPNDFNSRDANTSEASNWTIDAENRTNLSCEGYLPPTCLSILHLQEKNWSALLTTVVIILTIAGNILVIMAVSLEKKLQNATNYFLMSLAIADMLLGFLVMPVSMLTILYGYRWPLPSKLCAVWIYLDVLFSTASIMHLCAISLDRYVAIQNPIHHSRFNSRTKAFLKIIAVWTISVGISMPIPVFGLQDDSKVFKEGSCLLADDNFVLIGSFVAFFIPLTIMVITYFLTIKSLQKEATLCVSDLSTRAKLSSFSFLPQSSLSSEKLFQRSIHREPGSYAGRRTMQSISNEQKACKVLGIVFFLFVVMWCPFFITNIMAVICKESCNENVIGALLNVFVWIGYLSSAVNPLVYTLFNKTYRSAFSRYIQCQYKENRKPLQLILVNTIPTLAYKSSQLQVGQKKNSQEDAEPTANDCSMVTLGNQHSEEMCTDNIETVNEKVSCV
TRPM1 prom inh – inhibitors of MITF-driven TRPM1 promoter in melanoma cells | SK-MEL-5 TRPM1 promoter luciferase, 24 h | inhibition, % at 12.5 µM | 330,000 tested, 0.83% active | AID 488899;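 active means mean inhibition across replicates of 60% or more, whatever share of single replicates reaches that level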; further: values of inactives mirror those of a sister screen read the other way
Peg3 promoter – reduces Peg3 promoter-driven luciferase expression in HeLa; inhibition, % at 20 µM; 360,000 tested, 1.7% active; HeLa PEG-Prom luciferase reporter, luminescence, overnight; AID 588405;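 active means inhibition of at least 50% at 20 µM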
hiPSC survival – enhancers of human iPSC single-cell survival. hiPSC single-cell survival, ATPlite luminescence; 100% = ROCK inhibitor wells, 0% = DMSO. survival enhancement, % at 20 µM. AID 602274. 360,000 tested, 0.044% active; in the data active means survival enhancement above about 18%;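 further: cells exposed to compounds for 16 hours before the ATP read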
* hit, by the source's call; . = no result given.

Assay codes – A = Shn3 inh set2; B = PDI turbidity; C = HIF-2a block; D = NR2E3 ag-1; E = CaV13 FRET inh; F = NR2E3 ag-2; G = Cardio protect; H = m5-HT2A agonist; I = TRPM1 prom inh; J = Peg3 promoter; K = hiPSC survival
CCCOc1cccc(-c2nnc(N)s2)c1
  A = -25; B = 1; C = -106; D = -29; E = -4; F = 0; G = -6; H = 4; I = -30; J = -67; K = -1.0

CCOC(=O)Nc1ccc(OC)c([N+](=O)[O-])c1
  A = -18; B = 9; C = -3; D = -18; E = -5; F = 4; G = -4; H = 6; I = 1; J = -22; K = 1.7

O=c1cc(N2CCOCC2)[nH]c(=O)n1Cc1ccc(F)cc1
  A = -14; B = .; C = 12; D = -17; E = -3; F = -2; G = -6; H = -6; I = 12; J = 5; K = -2.0

Cc1cccc(CN2CCN(Cc3ccc(-n4cccn4)cc3)CC2CCO)n1 (stereo not drawn)
  A = -6; B = 8; C = 5; D = 26; E = -16; F = 0; G = 4; H = -1; I = 4; J = 1; K = -0.7

CSc1c(CC(=O)Nc2ccccc2C(F)(F)F)n(Cc2ccccc2)c2ccccc12
  A = 19; B = -8; C = 14; D = -7; E = -19; F = 0; G = -1; H = -3; I = -1; J = 10; K = -1.0

CCC(=O)c1c[nH]c(C(=O)N2CCN(c3ccccc3)CC2)c1
  A = -4; B = -6; C = 17; D = 0; E = -5; F = -4; G = 3; H = -2; I = 3; J = 9; K = -0.6

COc1ccc(S(=O)(=O)N2CCN(C(=S)NCC3CCCO3)CC2)cc1OC (stereo not drawn)
  A = -16; B = 1; C = 10; D = -12; E = -6; F = 1; G = -4; H = 2; I = -2; J = -7; K = -0.1

CCCCCCCNC(=O)c1ccc(N2CCC3(CC2)OCCO3)c([N+](=O)[O-])c1
  A = 8; B = -11; C = 16; D = -11; E = -2; F = 5; G = -10; H = -5; I = 1; J = 16; K = -1.1

c1ccc2sc(-c3ccncc3)nc2c1
  A = -93; B = 6; C = -260; D = -63; E = -2; F = 2; G = -5; H = 3; I = -64; J = -243; K = -0.7

OCCNC(=S)Nc1ccc(Cl)c(Cl)c1
  A = 5; B = 1; C = 13; D = -16; E = -5; F = -1; G = 0; H = -4; I = -9; J = 9; K = -0.3

Reprinted from the part before: six entries, then new ones.
Assay codes – A = Shn3 inh set2; B = PDI turbidity; C = HIF-2a block; D = NR2E3 ag-1; E = CaV13 FRET inh; F = NR2E3 ag-2; G = Cardio protect; H = m5-HT2A agonist; I = TRPM1 prom inh; J = Peg3 promoter; K = hiPSC survival
CSc1c(CC(=O)Nc2ccccc2C(F)(F)F)n(Cc2ccccc2)c2ccccc12
  A = 19; B = -8; C = 14; D = -7; E = -19; F = 0; G = -1; H = -3; I = -1; J = 10; K = -1.0

CCC(=O)c1c[nH]c(C(=O)N2CCN(c3ccccc3)CC2)c1
  A = -4; B = -6; C = 17; D = 0; E = -5; F = -4; G = 3; H = -2; I = 3; J = 9; K = -0.6

COc1ccc(S(=O)(=O)N2CCN(C(=S)NCC3CCCO3)CC2)cc1OC (stereo not drawn)
  A = -16; B = 1; C = 10; D = -12; E = -6; F = 1; G = -4; H = 2; I = -2; J = -7; K = -0.1

CCCCCCCNC(=O)c1ccc(N2CCC3(CC2)OCCO3)c([N+](=O)[O-])c1
  A = 8; B = -11; C = 16; D = -11; E = -2; F = 5; G = -10; H = -5; I = 1; J = 16; K = -1.1

c1ccc2sc(-c3ccncc3)nc2c1
  A = -93; B = 6; C = -260; D = -63; E = -2; F = 2; G = -5; H = 3; I = -64; J = -243; K = -0.7

OCCNC(=S)Nc1ccc(Cl)c(Cl)c1
  A = 5; B = 1; C = 13; D = -16; E = -5; F = -1; G = 0; H = -4; I = -9; J = 9; K = -0.3

O=C(/C=C/c1ccc2ccccc2n1)c1cc(Cl)ccc1O
  A = -24; B = -1; C = -155; D = -79; E = -5; F = 5; G = -9; H = -1; I = -20; J = -96; K = -0.6

COCCn1c(C)cc(C(=O)CSc2nc3nc(C)cc(C)n3n2)c1C
  A = -1; B = 3; C = 4; D = 0; E = -6; F = 3; G = -1; H = 3; I = -4; J = 10; K = 1.9

CN(C)c1ccc(-c2nc3ccccn3c2/N=C/c2ccc(Br)cc2)cc1
  A = 24; B = 9; C = 36; D = -159; E = -3; F = -11; G = -14; H = 0; I = -3; J = 54*; K = -1.7

CC1CCC(NC(=O)Cn2ncc3ccccc32)CC1 (stereo not drawn)
  A = -54; B = -3; C = -187; D = -11; E = -5; F = 2; G = 0; H = 10; I = -67; J = -233; K = 2.3

Cc1cc(Cl)ccc1OC(C)C(=O)N1CCCN(C(=O)C(C)Oc2ccc(Cl)cc2C)CC1 (stereo not drawn)
  A = 12; B = -1; C = 12; D = -5; E = -2; F = 2; G = 8; H = -1; I = 29; J = 39; K = -1.9

c1ccc2c(N3CCCC3)nc(-c3ccncc3)nc2c1
  A = 20; B = 8; C = 13; D = 8; E = -5; F = 2; G = -1; H = 3; I = -24; J = 15; K = 5.6

COC(=O)/C=C/c1ccsc1NC(C)=O
  A = 3; B = -4; C = 9; D = -3; E = 4; F = -1; G = 1; H = -1; I = -1; J = 8; K = -0.3

COc1ccc(/C=C2\SC(=O)N(CC(=O)NN3CCN(C)CC3)C2=O)cc1OC
  A = 1; B = 0; C = 9; D = -43; E = -6; F = 2; G = -3; H = 2; I = -2; J = 6; K = -0.5

CCC(C)NC(=O)CO/N=C/c1ccc(C(=O)OC)cc1 (stereo not drawn)
  A = 3; B = 1; C = 12; D = -23; E = -3; F = 5; G = 0; H = 4; I = 8; J = 9; K = 0.6

CC(OC(=O)c1cccc(-n2cnnn2)c1)C(=O)Nc1cccc(Cl)c1 (stereo not drawn)
  A = 60; B = 0; C = 15; D = -5; E = -13; F = 1; G = -14; H = -6; I = 14; J = 15; K = -0.2

Cc1ccc(NC(=O)CCn2cnc3ccccc3c2=O)c(C)c1
  A = -12; B = -4; C = 6; D = -24; E = -1; F = 5; G = -3; H = -1; I = 1; J = -2; K = 0.3

COc1ccc(/C=C2\NC(=S)N(CC3CCCO3)C2=O)c(OC)c1 (stereo not drawn)
  A = -28; B = 0; C = -147; D = -10; E = -4; F = -2; G = 10; H = 8; I = -53; J = -112; K = -2.5

COCc1c(C(=O)OCC(=O)Nc2ccc(OC(F)F)cc2)oc2ccccc12
  A = -9; B = -2; C = 0; D = 3; E = -5; F = 1; G = -11; H = 5; I = 1; J = 3; K = -0.2

O=C(NC1CC1)[C@@H]1CSC2c3ccccc3C(=O)N21 (stereo partly drawn)
  A = -6; B = -15; C = 5; D = 9; E = -2; F = -3; G = 0; H = -1; I = 1; J = 3; K = -0.3

COc1ccccc1C(=O)Nc1cccc(S(=O)(=O)N2CCCC2)c1
  A = 1; B = 0; C = -4; D = -10; E = 2; F = -2; G = 0; H = -1; I = 4; J = 11; K = 0.1

O=Cc1c(C(=O)O)n(CC(=O)O)c2ccccc12
  A = -13; B = 8; C = 6; D = 4; E = -6; F = -2; G = -2; H = 3; I = 10; J = 2; K = 2.8

CCCCCOC(=O)Nc1nnc(CCC)s1
  A = -9; B = 16; C = -106; D = -10; E = -7; F = 1; G = 6; H = 1; I = -6; J = -40; K = -2.4

COc1ccc(/C=C/c2c([N+](=O)[O-])c(=O)n(C)c(=O)n2C)cc1O
  A = -1; B = -4; C = 19; D = 13; E = -4; F = 1; G = 12; H = 1; I = 7; J = 16; K = -1.0

O=C(CSc1nccn1-c1ccccc1)Nc1ccc2c(c1)OCO2
  A = -10; B = -4; C = -125; D = -12; E = -2; F = 2; G = -8; H = 0; I = -40; J = -97; K = 1.2

Cc1ccccc1C(=O)Nc1nc(SCc2ccc(Cl)cc2)n[nH]1
  A = -22; B = 4; C = -22; D = 2; E = -1; F = 0; G = -4; H = -2; I = -14; J = -28; K = -0.3

Remaining list, next part:
Molecule | Shn3 inh set2 | PDI turbidity | HIF-2a block | NR2E3 ag-1 | CaV13 FRET inh | NR2E3 ag-2 | Cardio protect | m5-HT2A agonist | TRPM1 prom inh | Peg3 promoter | hiPSC survival
COCC(=O)Nc1nnc(SCC(=O)N2C(C)CCCC2C)s1 (stereo not drawn) | 15 | 0 | 1 | -11 | -3 | -2 | 2 | 7 | 7 | -7 | -0.4
CC(C)COC(=O)N(C)C[C@H]1OCc2cn(nn2)CCCC(=O)N([C@H](C)CO)C[C@@H]1C | -8 | -10 | 6 | 26 | -4 | . | 10 | 1 | . | 18 | 3.8
COc1ccccc1N(CC(=O)NCCc1ccccc1)C(=O)CCC(=O)Nc1ccccn1 | 11 | -15 | 5 | -20 | -5 | 4 | -1 | 2 | 1 | -2 | 0.8
CCN(C(=O)CSc1cc(-c2ccccc2)c2ccc(OC)cc2n1)C1CCS(=O)(=O)C1 (stereo not drawn) | -2 | 18 | 17 | -51 | -3 | 4 | -6 | -1 | -15 | 24 | -1.4
O=S(=O)(c1ccc2c(c1)CCC2)N1CCNCC1 | 3 | 1 | 12 | 10 | -7 | . | 12 | 4 | -3 | 8 | 1.3
Cc1cccc2nc(-c3cccnc3)c(NCCC(C)C)n12 | -2 | -2 | -20 | -33 | -3 | -4 | -2 | -7 | 0 | 3 | 0.3
Cc1ccc2c(C(=O)CNc3nncs3)c(C)[nH]c2c1 | -2 | 3 | -4 | -17 | -5 | -5 | 14 | -5 | -4 | 13 | 0.2
CCOC(=O)C(C)Sc1nnc(Cn2c(=O)sc3ccccc32)n1-c1ccccc1 (stereo not drawn) | -8 | . | 12 | -15 | 4 | 2 | 1 | 1 | . | 8 | 0.3
CC1=NN(c2ccccc2)C(=O)C1(C)C | 5 | -3 | 23 | 10 | . | 4 | -4 | -2 | 6 | 14 | 1.1
CCOc1ccc(NC(C)=O)cc1[N+](=O)[O-] | -6 | 5 | 10 | 9 | -4 | 1 | 1 | -3 | -8 | 13 | -0.3
CC(OC(=O)Cc1ccccc1F)C(=O)Nc1ccc(Cl)cn1 (stereo not drawn) | -2 | -7 | 9 | -17 | -5 | . | -1 | -4 | 0 | 2 | 0.4
COc1cccc2c1N1C(=O)c3c(C(=O)O)cccc3C1CC2(C)C (stereo not drawn) | -20 | 18 | 9 | -4 | . | . | 5 | 5 | 6 | 15 | 2.8
COc1ccccc1-c1cc(NC(C)=O)c2ncc(-c3ccc(F)cc3)n2c1 | 13 | 1 | 2 | 3 | -4 | . | 13 | 4 | . | 23 | -1.8
CC(C)NS(=O)(=O)c1ccc(N2C(=O)c3ccccc3C2=O)cc1 | -13 | 3 | 23 | 2 | -6 | 1 | -8 | 4 | -2 | 5 | 0.9

Assay outcomes: PubChem, several laboratories
